Bioassay records as filed in PubChem BioAssay.
Siah-1 displacement – blockers of Siah-1 interaction with plectin peptide – biochemical, fluorescence polarization, rhodamine-plectin, uHTS, primary screen (AID 1817) | displacement, % at 20 µM; hits with a dose series show IC50 in µM | Siah-1 / rhodamine-plectin peptide fluorescence polarization; higher % means a stronger effect | 290,000 tested, 0.02% active;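 active = displacement of at least 50% at 20 µM, with a fluorescence ratio check between 0.3 and a set limit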;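 note: plate controls were Siah plus tracer with DMSO for no effect and tracer alone without Siah for full effect; strong numbers were not always called active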
M1AAP inhibition – malaria alanyl aminopeptidase activity blockers – biochemical, fluorogenic H-Leu-NHMec substrate, 1536-well (AID 1445); recombinant M1AAP, H-Leu-NHMec fluorogenic kinetic assay; higher % means a stronger effect; inhibition, % at 30 µM, or IC50 in µM where a hit was titrated; 220,000 tested, 0.42% active;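 active = primary inhibition above the hit cutoff, then over 50% inhibition at one or more dose response concentrations, cut at about 23% in these data, passing the limit was not always enough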;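 note: plate controls were DMSO full reaction for no effect and no enzyme background for full effect; strong numbers were not always called active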
AID2073 – inhibitors of Mint1-CaV2.2 protein interaction, biochemical, HTRF (AID 2073) | HTRF protein-protein interaction, Mint1-CaV2.2; higher % means a stronger effect | inhibition, % at 20 µM; hits with a dose series show IC50 in µM | 290,000 tested, 0.19% active; in the data active = inhibition mostly above about 51%, no sharp cut-off; note: some results filed as inactive read as strong as hits
M17LAP inhibition – P. falciparum M17LAP inhibitors, primary screen, biochemical, fluorogenic H-Leu-NHMec substrate, 1536-well (AID 1619); recombinant M17LAP, H-Leu-NHMec fluorogenic kinetic assay; higher % means a stronger effect; 220,000 tested, 0.38% active; inhibition, % at 30 µM; hits with a dose series show IC50 in µM;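 active = compound inhibiting the enzyme by more than half at any dose during confirmatory dose-response retesting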;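 note: plate controls were full reaction with DMSO carrier for no effect and no enzyme background for full effect; strong numbers were not always called active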
Dynein cargo inh – blocks dynein driven cargo transport along microtubules. 220,000 tested, 0.47% active. 3617.4 mouse cells, GR-EGFP nuclear translocation imaging; test concentration mostly 20 µM; stimulated with dexamethasone, 1 µM; stronger effect = lower value. z-score, hits read low. AID 1381;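 active = plate z-score of nuclear minus cytoplasmic receptor signal below a set negative limit, without overly bright fluorescence or cell loss, cut at about -3.5 in these data, passing the limit was not always enough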;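 note: z-score of nuclear minus cytoplasmic ring GR-EGFP intensity difference per well; some compounds called inactive have numbers as strong as hits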
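Medium: Induction medium lacking tetracycline, stripped serum | Probe or stimulus: 1.0 µM final dexamethasone stimulus | Schedule: 48 h induction, then 1 h compound, then 30 min agonist, 37 °C | Signal: Automated 10x imaging of fixed Hoechst-stained cells | Evaluation: Per-cell GR-EGFP intensity, nucleus versus surrounding cytoplasmic ring, well-averaged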
LYP inhibition – inhibitors of LYP phosphatase, biochemical, fluorescence intensity, uHTS (AID 1779) | recombinant LYP phosphatase, fluorescence intensity; higher % means a stronger effect | inhibition, % at 11.5 µM, or IC50 in µM where a hit was titrated | 290,000 tested, 0.054% active;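 note: plate controls were vehicle with enzyme for no effect and no enzyme for full effect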
XIAP displacement – small molecules displacing peptide from XIAP – biochemical, IAP family, fluorescence polarization (AID 1018) | XIAP BIR domain, fluorescence polarization peptide displacement; higher % means a stronger effect | displacement, % at 20 µM; hits with a dose series show IC50 in µM | 200,000 tested, 0.007% active; in the data active = displacement above about 50%; note: a part of the inactive calls stands beside numbers as strong as those of hits
PMI inhibition – human PMI inhibitors, high substrate, primary screen, biochemical, fluorescence intensity, high mannose 6-phosphate (AID 1220) | 190,000 tested, 0.66% active | recombinant PMI enzyme, coupled fluorescence intensity; higher % means a stronger effect | inhibition, % at 20 µM, or IC50 in µM where a hit was titrated
PMI inhibitors – inhibitors of human PMI, primary screen, biochemical, fluorescence intensity, coupled assay (AID 1209). purified PMI enzyme, coupled fluorescence intensity; higher % means a stronger effect. one-dose inhibition, % at 20 µM; IC50 in µM for titrated hits. 190,000 tested, 0.42% active;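 note: plate controls were DMSO vehicle for no effect and wells lacking substrate for full effect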
Dynein cargo inh cytoplasmic EGFP – further read-out of Dynein cargo inh, marked with its call; z-score; measured here: cytoplasmic GR-EGFP intensity; stronger effect = higher value
Dynein cargo inh nuclear GR-EGFP – also measured in Dynein cargo inh; calls as there; z-score; measured here: nuclear GR-EGFP intensity;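 lower value marks the stronger effect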
Dynein cargo inh cell count – recorded beside Dynein cargo inh, whose call it bears; z-score; measured here: cell count per field
The depositor's hits bear a star; · = no result given. Cut-off read from the data, not from the text of the source, unless noted: active = inhibition above about 50%; inactive = the rest.

SMILES | Siah-1 displacement | M1AAP inhibition | AID2073 | M17LAP inhibition | Dynein cargo inh | Dynein cargo inh cytoplasmic EGFP | Dynein cargo inh nuclear GR-EGFP | Dynein cargo inh cell count | LYP inhibition | XIAP displacement | PMI inhibition | PMI inhibitors
CCN(c1ccccc1)S(=O)(=O)c1ccc(NC(=S)NC(=O)c2ccc(Br)o2)cc1 | 4% | -10% | -1% | 3% | -0.71 | -0.064 | -0.46 | 0.81 | -2% | -0.1% | 2% | -5%
CC(NC(=O)CSc1n[nH]c(=O)[nH]c1=O)C1CC2CCC1C2 (stereo unspecified) | 4% | -3% | -4% | 10% | -0.64 | -0.23 | -0.7 | 0.32 | -10% | · | · | ·
Cc1cc2c(c(SCC(=O)NCc3ccc(Cl)cc3)n1)C(=O)OC2 | -2% | -2% | -10% | -3% | -0.64 | -0.34 | -0.51 | 0.94 | -1% | -7.9% | 14% | 5%
COC(=O)C1=C(C(=O)OC)SC(=C2C(=S)C(C)(C)N(C(=O)C(C)C)c3ccccc32)S1 | -9% | -2% | -20% | -7% | 0.12 | -0.28 | 0.39 | -0.46 | 9% | -3.7% | 7.4µM* | 68%*
O=C(O)c1ccccc1Nc1ccnc(Cl)n1 | 15% | -6% | 15% | 4% | -0.61 | -0.037 | 0.19 | -0.29 | -8% | · | · | ·
COC(=O)c1ccccc1NC(=S)NC(=O)c1ccccc1C | -1% | 9% | -22% | -2% | -1.7 | -0.2 | -0.28 | 0.24 | -4% | -0.1% | 11% | 16%
CCOC(=O)c1cccc(NC(=O)N2CCOCC2)c1 | 0% | -1% | 6% | 1% | 1.7 | 0.063 | 1.4 | -2.4 | -4% | -0.2% | 13% | 16%
Cc1cccc(N2CCN(C(=O)c3ccc(N4CCCC4=O)cc3)CC2C)c1 (stereo unspecified) | 3% | 5% | 6% | -8% | 0.068 | -0.12 | 0.11 | -1.2 | -11% | -0.8% | 3% | -7%
CCCN1C(=O)CN(C2CCCCCC2)C(=O)C1c1ccc(C)cc1 (stereo unspecified) | 2% | 6% | 17% | 11% | -0.31 | -0.15 | -0.27 | 0.41 | 0% | -5.7% | 0% | -7%
CCn1c(SCC(=O)c2c[nH]c3ccccc23)nc2cc(S(=O)(=O)N3CCOCC3)ccc21 | -4% | -1% | 21% | 0% | -1.7 | 0.38 | -0.45 | 1.4 | 0% | -9.0% | 11% | 15%
COc1ccccc1C1C=C(c2ccc(C)cc2)Nc2nnnn21 (stereo unspecified) | -2% | 1% | 8% | -25% | 0.87 | -0.19 | 0.16 | -0.17 | 3% | 0.2% | 0% | -6%
CN(C)S(=O)(=O)c1ccc(C(=O)Nc2ccccc2SCCC#N)cc1 | 3% | 2% | 25% | -7% | -0.33 | -0.32 | -0.2 | 0.83 | -3% | -5.2% | -7% | -3%
COC(=O)c1ccc(C(=O)OC)c(NC(=O)N2c3ccccc3Sc3ccccc32)c1 | 9% | 0% | 23% | -13% | 0.021 | -0.36 | -0.13 | -0.27 | 5% | -11% | 11% | 13%
CCN1CCN(c2ncnc3sc(C(=O)Nc4ccccc4F)c(C)c23)CC1 | 12% | -7% | -2% | 1% | -0.39 | -0.22 | 0.26 | -0.072 | -3% | -12% | 5% | 12%
O=C(c1ccccc1)N(Cc1ccc(F)cc1)Cc1nc2ccccc2c(=O)[nH]1 | -1% | 6% | 5% | 12% | 4.4 | 0.052 | 2.5 | -3 | -1% | 0.5% | -2% | 2%
Cc1ccc(NC(=O)C(Cc2ccccc2)N2C(=O)C3C4CCC(C4)C3C2=O)cc1Cl (stereo unspecified) | -1% | 13% | -4% | -7% | -0.87 | -0.22 | -0.58 | 1.3 | 3% | -3.2% | 15% | 22%
Cc1nn(C)c(C)c1NC(=O)CCCSc1nc(-c2ccco2)cc(C(F)(F)F)n1 | 0% | -3% | -7% | 9% | 0.49 | -0.26 | 0.083 | 0.53 | -4% | -3.1% | -2% | -14%
COc1cc(OC)cc(C(=O)NCc2ccc(-n3cccc3)cc2)c1 | 4% | -5% | 4% | -3% | 2.1 | -0.17 | 0.94 | -1.4 | 0% | -1.8% | 3% | 4%
CC(=O)Nc1ccc(NC(=O)C(Cc2ccccc2)NC(=O)C2CCC(C)CC2)cc1 (stereo unspecified) | -2% | 4% | 2% | -4% | 0.069 | -0.25 | 0.74 | -0.27 | -11% | -6.1% | -5% | 0%
Cc1nc2ccc(S(=O)(=O)Nc3ccc(-c4nc5cccnc5s4)cc3)cc2s1 | 9% | 17% | 18% | -22% | -0.3 | -0.21 | 0.69 | 0.093 | -12% | -8.2% | 15% | 12%

Brought forward from above: 4 entries; new compounds follow.
SMILES | Siah-1 displacement | M1AAP inhibition | AID2073 | M17LAP inhibition | Dynein cargo inh | Dynein cargo inh cytoplasmic EGFP | Dynein cargo inh nuclear GR-EGFP | Dynein cargo inh cell count | LYP inhibition | XIAP displacement | PMI inhibition | PMI inhibitors
Cc1nn(C)c(C)c1NC(=O)CCCSc1nc(-c2ccco2)cc(C(F)(F)F)n1 | 0% | -3% | -7% | 9% | 0.49 | -0.26 | 0.083 | 0.53 | -4% | -3.1% | -2% | -14%
COc1cc(OC)cc(C(=O)NCc2ccc(-n3cccc3)cc2)c1 | 4% | -5% | 4% | -3% | 2.1 | -0.17 | 0.94 | -1.4 | 0% | -1.8% | 3% | 4%
CC(=O)Nc1ccc(NC(=O)C(Cc2ccccc2)NC(=O)C2CCC(C)CC2)cc1 (stereo unspecified) | -2% | 4% | 2% | -4% | 0.069 | -0.25 | 0.74 | -0.27 | -11% | -6.1% | -5% | 0%
Cc1nc2ccc(S(=O)(=O)Nc3ccc(-c4nc5cccnc5s4)cc3)cc2s1 | 9% | 17% | 18% | -22% | -0.3 | -0.21 | 0.69 | 0.093 | -12% | -8.2% | 15% | 12%
N#C/C(=C\c1ccc(-c2cccc([N+](=O)[O-])c2)o1)C(=O)Nc1nc(-c2cccs2)cs1 | -5% | 10% | 35% | 6% | -0.45 | -0.015 | 0.55 | -0.37 | 4% | · | · | ·
COC(=O)N/N=C/c1cc(Cl)c(OCc2ccc(F)cc2)c(OC)c1 | 8% | 0% | -6% | 2% | -0.085 | -0.2 | 0.086 | -0.37 | -3% | -4.6% | -6% | -5%
Cc1ccc(C2=N/C(=C\c3cccnc3)C(=O)O2)cc1 | 4% | 0% | -3% | -5% | 0.41 | -0.27 | -0.27 | -0.2 | -2% | -7.2% | -2% | 5%
O=C(N1CCOCC1)N1CCN(Cc2ccccc2)CC1 | 3% | 3% | 4% | -4% | -0.58 | -0.22 | -0.13 | 1.2 | 1% | -1.7% | 12% | 3%
N#Cc1ccc(NC(=S)NCCN2CCOCC2)cc1 | 2% | 3% | -10% | 3% | 0.028 | -0.29 | -0.13 | -0.019 | 4% | -13% | 2% | -4%
CCCCCCCCn1c2c(c(=N)c3c1CCC3)CCCC2 | -10% | 6% | -3% | 4% | -1.3 | -0.069 | -0.33 | 0.39 | -11% | -4.3% | 0% | -2%
CCn1c(CN2CCN(c3ccc(Cl)cc3)CC2)nc2ccccc21 | -3% | 0% | 4% | 6% | 1.5 | -0.079 | 0.71 | -2.5 | 4% | -5.5% | 2% | -6%
CC1=C(C(=O)Nc2ccc(C)cc2)C(c2cccs2)NC(=S)N1 (stereo unspecified) | 6% | -2% | -11% | 1% | 0.095 | -0.12 | 0.21 | 0.65 | 2% | -1.4% | -3% | 10%
C(=N\Nc1nccc(-c2cccnc2)n1)/c1ccccc1 | 8% | 3% | 0% | 6% | -0.9 | 0.65 | 0.055 | 1.3 | -3% | · | · | ·
COc1ccc(CCN(Cc2ccccn2)C(=S)Nc2ccc(C)cc2)cc1OC | 6% | 11% | -22% | 1% | -0.14 | -0.38 | 0.24 | -0.049 | -1% | -1.7% | 2% | 3%
O=Cc1cnc(N2CCOCC2)nc1 | 2% | 5% | 6% | 21% | 1.6 | -0.17 | 1.5 | -2.2 | -7% | -5.0% | -8% | -3%
CCC(CC)c1nnc(NC(=O)CCCN2C(=O)c3ccccc3C2=O)s1 | -1% | 5% | -5% | 1% | -0.1 | -0.1 | -0.1 | 0.67 | -6% | -4.9% | 9% | 9%
CCCc1ccc(OCc2ccc(C(=O)OC)o2)c(OC)c1 | 0% | 0% | 1% | -8% | -0.6 | 0.21 | -0.39 | 0.38 | -6% | 1.5% | 8% | 13%
CCOc1ccc(OCCn2nnc3ccccc3c2=O)cc1 | 8% | 8% | -12% | 1% | -0.52 | -0.35 | -0.18 | 0.8 | -3% | -5.3% | 3% | 6%
Cc1nc(N2CCN(Cc3nc4ccccc4[nH]3)CC2)c2oc3ccccc3c2n1 | -2% | 14% | 9% | -6% | -0.51 | -0.17 | -0.27 | 1.2 | -7% | -6.1% | -7% | 9%
CCOC(=O)C1(CC2CC2)CCN(Cc2cn[nH]c2-c2ccccc2)CC1 | -3% | 5% | -2% | -9% | -0.81 | -0.28 | -0.11 | 0.39 | -7% | -1.2% | 7% | 6%
CC1=C[C@H]2Cc3cc(C)cc(C)c3S(=O)(=O)[C@@H]2C=C1 | -4% | 3% | -7% | -6% | -0.61 | -0.18 | -0.11 | 0.38 | 4% | -2.1% | -4% | -8%
Cc1ccc2nc(-c3ccncc3)cc(C(=O)Nc3ccc4c(c3)OCCO4)c2c1 | -4% | 15% | 41% | 13% | 0.067 | -0.32 | 0.64 | 0.12 | 7% | -5.7% | 2% | -6%
CCN(C(=O)c1ccnc(C(C)(C)C)c1)c1ccccc1 | -2% | 17% | -14% | 1% | 0.49 | -0.16 | 0.22 | -0.25 | 21% | 0.1% | -2% | 2%
COc1ccc(C(=O)C[n+]2cccc(Br)c2)cc1 | 0% | 0% | -14% | 2% | 0.17 | -0.18 | 0.015 | 0.021 | -7% | · | · | ·

Records listed so far shown as hits in PMI inhibitors.
SMILES | Siah-1 displacement | M1AAP inhibition | AID2073 | M17LAP inhibition | Dynein cargo inh | Dynein cargo inh cytoplasmic EGFP | Dynein cargo inh nuclear GR-EGFP | Dynein cargo inh cell count | LYP inhibition | XIAP displacement | PMI inhibition | PMI inhibitors
COC(=O)C1=C(C(=O)OC)SC(=C2C(=S)C(C)(C)N(C(=O)C(C)C)c3ccccc32)S1 | -9% | -2% | -20% | -7% | 0.12 | -0.28 | 0.39 | -0.46 | 9% | -3.7% | 7.4µM* | 68%*

2 compounds from above, reduced to LYP inhibition:
Structure	LYP inhibition
CCN(C(=O)c1ccnc(C(C)(C)C)c1)c1ccccc1	21%
C(=N\Nc1nccc(-c2cccnc2)n1)/c1ccccc1	-3%
